# From PubChem
# LRH-1 inv ag: LRH-1 (NR5A2) inverse agonists, primary screen, cell-based, luminescence, HEK293T, StAR-luciferase reporter | LRH-1 transfected, 24 h | actives 0.13% (n = 360,000) | inhibition, % at 3.6 µM | Nuclear receptor subfamily 5 group A member 2 (Homo sapiens), O00482;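 active means inhibition above the mean inhibition of all tested compounds plus 3 SD, cut at about 73% in these data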;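 further: 0% = DMSO wells and 100% = reporter-only cells lacking LRH-1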
# LMP1 NFkB inh: EBV LMP1-driven NF-kappaB luciferase reporter inhibitors, primary screen, cell-based, luminescence, single point; LMP1-induced NF-kappaB luciferase reporter cells; inhibition, % at 12.5 µM; actives 0.69% (n = 350,000); in the data active means inhibition above about 41%;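 further: 0% = neutral control wells and 100% = reference inhibitor control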
# TWEAK Fn14 block: inhibitors of TWEAK-Fn14 signaling, primary screen, luciferase reporter cells, uHTS | TWEAK-stimulated Fn14 reporter cells, luciferase luminescence, 8 h | inhibition, % at 10 µM | actives 2% (n = 360,000) | AID 1159606, 2016; in the data active means inhibition above about 50%
# NOD2-RIPK2 inh: NOD2-RIPK2 binding disruptors in cells, primary screen, fluorescence, CHO cells, BLA complementation; AID 624267, 2012; Receptor-interacting serine/threonine-protein kinase 2 (Homo sapiens), O43353; CCF4 ratio; inhibition, % at 4.98 µM; actives 0.38% (n = 360,000); in the data active means inhibition above about 21%;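 further: 0% = vehicle only and 100% = reference blocker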
# TROY signal inh: inhibitors of TROY-driven NF-kB signaling, primary screen, Q293 LMP1-TROYcd cells, NF-kB luciferase, uHTS | Q293 LMP1-TROYcd NF-kB luciferase reporter, 4 h | inhibition, % at 10 µM | actives 0.98% (n = 360,000);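 active means compounds whose plate-normalised and pattern-corrected inhibition of the luciferase reporter signal at the single screening dose is 50% or more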
# TLR9-MyD88 inh: inhibitors of TLR9-MyD88 association in cells, primary screen, cell-based, CHO, BLA complementation, fluorescence; CCF4 FRET ratio; inhibition, % at 4.98 µM; actives 0.21% (n = 340,000);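 active means inhibition above the mean over all tested compounds plus 3 SD, cut at about 21% in these data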;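 further: 0% = DMSO only wells and 100% = clavulanate BLA inhibitor control wells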
# NCOA1 inh: SRC1 coactivator transcriptional activity inhibitors, primary screen, cell-based, luminescence; actives 0.12% (n = 360,000); HEK293 GAL4-SRC1 luciferase reporter; Nuclear receptor coactivator 1 (Homo sapiens), Q15788; inhibition, % at 3.6 µM; AID 588354, 2011;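 active means inhibition above the campaign mean plus 3 SD, with each screening campaign given its own cutoff, cut at about 60% in these data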;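 further: 0% = DMSO treated cells and 100% = gossypol at 36 µM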
# NCOA2 inhibitor: inhibition of GAL4-SRC2 driven luciferase reporter, primary screen, SRC2 inhibitor project, cell-based, luminescence; Nuclear receptor coactivator 2 (Homo sapiens), Q15596; HEK293 GAL4-SRC2 luciferase reporter; inhibition, % at 9 µM; actives 0.17% (n = 370,000); AID 651957, 2012;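 active means inhibition above the mean inhibition of all tested compounds plus 3 SD, set per campaign, cut at about 52% in these data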;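 further: 0% = DMSO treated cells and 100% = cells given Gossypol at 36 µM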
# Target sequence (Q15596 whole entry, looked up, the tested form may be a part): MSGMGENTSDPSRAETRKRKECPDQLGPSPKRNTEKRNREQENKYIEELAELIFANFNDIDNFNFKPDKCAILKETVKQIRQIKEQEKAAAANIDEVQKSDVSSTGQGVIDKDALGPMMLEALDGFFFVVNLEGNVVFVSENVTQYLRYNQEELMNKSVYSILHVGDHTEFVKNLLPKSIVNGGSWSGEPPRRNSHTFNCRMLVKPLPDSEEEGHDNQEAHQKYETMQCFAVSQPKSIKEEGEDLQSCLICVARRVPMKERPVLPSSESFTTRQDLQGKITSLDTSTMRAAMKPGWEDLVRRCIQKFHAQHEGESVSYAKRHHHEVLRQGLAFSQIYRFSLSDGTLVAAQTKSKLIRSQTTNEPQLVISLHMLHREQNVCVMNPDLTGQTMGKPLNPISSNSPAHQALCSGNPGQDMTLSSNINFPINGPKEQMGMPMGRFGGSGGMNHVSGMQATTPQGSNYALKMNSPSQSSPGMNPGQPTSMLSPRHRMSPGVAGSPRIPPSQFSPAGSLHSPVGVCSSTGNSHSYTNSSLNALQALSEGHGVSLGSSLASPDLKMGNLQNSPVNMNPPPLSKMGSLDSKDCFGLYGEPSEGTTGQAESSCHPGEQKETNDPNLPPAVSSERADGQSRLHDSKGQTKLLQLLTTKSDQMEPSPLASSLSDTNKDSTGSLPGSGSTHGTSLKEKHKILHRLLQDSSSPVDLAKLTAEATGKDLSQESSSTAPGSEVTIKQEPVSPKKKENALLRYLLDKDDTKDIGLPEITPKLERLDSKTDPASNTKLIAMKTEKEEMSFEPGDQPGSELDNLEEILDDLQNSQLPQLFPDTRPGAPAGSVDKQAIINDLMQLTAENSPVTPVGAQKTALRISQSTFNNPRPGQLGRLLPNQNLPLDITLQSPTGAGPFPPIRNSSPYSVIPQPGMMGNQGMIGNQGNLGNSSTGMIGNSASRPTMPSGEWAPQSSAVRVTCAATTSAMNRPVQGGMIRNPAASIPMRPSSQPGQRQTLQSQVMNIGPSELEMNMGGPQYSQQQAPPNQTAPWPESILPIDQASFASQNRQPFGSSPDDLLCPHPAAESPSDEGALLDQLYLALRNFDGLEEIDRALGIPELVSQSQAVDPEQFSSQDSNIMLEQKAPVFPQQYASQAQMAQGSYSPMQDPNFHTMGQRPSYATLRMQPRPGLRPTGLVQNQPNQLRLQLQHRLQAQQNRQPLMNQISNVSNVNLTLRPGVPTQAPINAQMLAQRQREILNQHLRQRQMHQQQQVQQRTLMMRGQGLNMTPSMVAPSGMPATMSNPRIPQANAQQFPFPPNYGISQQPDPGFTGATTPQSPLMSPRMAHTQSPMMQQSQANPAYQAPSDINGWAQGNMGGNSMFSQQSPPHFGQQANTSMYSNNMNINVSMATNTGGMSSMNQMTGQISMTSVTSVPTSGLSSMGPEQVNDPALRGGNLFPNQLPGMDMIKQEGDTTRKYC
# SRC3 inh: SRC3 coactivator transcriptional activity inhibitors, primary screen, cell-based, luminescence; HEK293 GAL4-SRC3 luciferase reporter; inhibition, % at 3.6 µM; actives 0.17% (n = 360,000);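 active means inhibition above a per-campaign cutoff, the mean of all compounds plus 3 SD, cut at about 60% in these data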;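 further: 0% = DMSO-treated cells and 100% = gossypol-treated cells at 36 µM; higher means less SRC3-driven luciferase light from the GAL4 reporter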
# NR2F2 inh: NR2F2 transcriptional activity inhibitors, primary screen, cell-based, luciferase reporter, HEK293T, luminescence; COUP transcription factor 2 (Homo sapiens), P24468; HEK293T NGFI-A luciferase reporter; inhibition, % at 8.6 µM; actives 0.7% (n = 370,000); AID 686940, 2013;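 active means inhibition above a per-plate cutoff, mean inhibition of test wells between control levels plus 3 SD, cut at about 38% in these data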;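 further: cells cotransfected with COUP-TFII expression vector driving the NGFI-A reporter; 0% = median of COUP-TF2 test wells and 100% = reporter-only cells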
# C8 TRAIL sens: viability loss with TRAIL in NB7+C8 cells, primary screen, TRAIL sensitizer project, cell-based, ATPlite luminescence | actives 1% (n = 360,000) | inhibition (viability loss, TRAIL sensitization), % at 10 µM;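 active means compounds causing at least 50% loss of cell viability in the single-dose screen, relative to plate controls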
# * hit, by the source's call; x = no result given.
SMILES,LRH-1 inv ag,LMP1 NFkB inh,TWEAK Fn14 block,NOD2-RIPK2 inh,TROY signal inh,TLR9-MyD88 inh,NCOA1 inh,NCOA2 inhibitor,SRC3 inh,NR2F2 inh,C8 TRAIL sens
CSCC(C)N1CCC(n2nccc2NC(=O)CCc2ccccc2)CC1 (centres undefined),11,-2,9,-2,-8,-13,14,-2,-1,-24,25
O=[N+]([O-])c1ccccc1/C=N/n1c(C2CCCCC2)n[nH]c1=S,10,-6,-26,-1,-62,6,-23,-22,5,2,-5
Cc1n[nH]c(=O)nc1NCCc1ccccc1,8,1,-2,-2,-2,0,-12,-8,-1,4,-8
CNC(=S)N1CCN(c2ccc(Cl)c(Cl)c2)CC1,-10,6,1,-11,7,-2,-7,-1,24,3,2
O=C(Nc1ccccc1Cl)c1cc(C2CCCCN2C(=O)C2CCCCC2)on1 (centres undefined),0,x,2,-1,22,x,0,10,12,2,-6
O=C1CSC(c2ccccn2)N1c1ccccc1F (centres undefined),2,1,11,-4,-7,-3,-20,19,10,3,-14
N/N=C(/Cc1nc2ccccc2[nH]1)c1ccc([N+](=O)[O-])cc1,-43,-9,-5,-10,-53,9,-68,-44,-54,-16,6
COc1ccccc1NC(=O)COC(=O)/C=C/c1cccs1,6,0,-13,1,-14,-2,-2,23,14,-22,5
COc1ccc(OC)c(NC(=O)N2CCCC(C)C2)c1 (centres undefined),18,-3,-15,-14,19,2,2,-12,2,6,-3
COCCCN1C(=O)C(CC(=O)NC(c2ccccc2)c2ccccc2)CC(C(=O)N2CCOCC2)=C1C (centres undefined),6,-1,17,-8,2,2,-5,17,7,-3,2
CC(O)(C#CCN1CCCCCC1)c1ccccc1 (centres undefined),-18,-3,3,2,-14,x,0,-26,-4,-17,-13
CC1CN(c2nc3ccccn3c(=O)c2C=O)CC(C)O1 (centres undefined),18,-14,1,2,-3,2,8,7,10,-3,-3
COc1ccc(-c2nc3ccc(Br)cn3c2Cc2ccc(C)cc2)cc1OC,-26,x,-20,-3,-37,x,-28,-25,-35,-32,4
COCCNC(=O)c1cccc2c1-c1ccccc1C2=O,0,-5,3,4,13,0,-9,19,0,15,-7
Cc1ccn(-c2ccc([N+](=O)[O-])cc2)n1,-20,-6,-8,-5,-5,-1,-25,-34,8,-14,-6
CCOC(=O)Cc1nnc(NC(=O)CSc2nnc3c(n2)[nH]c2ccccc23)s1,-2,5,-11,-3,21,0,5,28,-9,0,-6
Cc1ccnc(NC(=O)/C=C/c2ccccc2Cl)c1,-133,-28,64*,-10,38,12,-62,-43,-56,-37,55*
Cn1c(SCC(=O)Nc2ccc(Cl)cn2)nnc1C1CC1,-2,-7,-5,0,3,-9,-7,13,-3,4,-20
Cc1ccc(C(=O)NC(=S)N2CCN(c3ccc([N+](=O)[O-])cc3)CC2)cc1,8,-4,1,5,34,-9,6,13,-11,7,-11
O=C(NC12CC3CC(CC(C3)C1)C2)c1ccc([N+](=O)[O-])cc1,3,4,5,-6,2,2,-2,12,-11,21,6
COCCNc1nc(NC(C)C)nc2ccsc12,8,x,-13,0,-9,x,-8,-24,-1,25,2
O=C(NCc1cccnc1)c1cc(C(=O)NCc2cccnc2)cc([N+](=O)[O-])c1,-6,0,-4,-21,-8,-29,5,-25,-16,-9,-9
COc1ccc(CCNCC2C(Oc3ccc(Cl)cc3)C(=O)N2c2ccccc2C)cc1OC (centres undefined),8,10,4,8,0,0,2,5,10,-8,2
O=S1(=O)CCOC[C@H](CC2CCCCC2)N1Cc1cccc(C(F)(F)F)c1,8,2,-19,-5,-31,8,15,-3,13,4,8
CN(C)CCN1CCN(C2CN(Cc3cn(Cc4ccc(F)cc4)nn3)S(=O)(=O)C2)CC1 (centres undefined),4,x,6,-4,-4,x,x,-8,x,5,-4
# (cont.)
SMILES,LRH-1 inv ag,LMP1 NFkB inh,TWEAK Fn14 block,NOD2-RIPK2 inh,TROY signal inh,TLR9-MyD88 inh,NCOA1 inh,NCOA2 inhibitor,SRC3 inh,NR2F2 inh,C8 TRAIL sens
CC(C)OC(=O)CSc1nc2cccnc2n1C1CCCCC1,-2,4,13,-3,-1,-3,-30,-2,-5,-3,6
CC(C)Nc1nc(SC(C)C(=O)Nc2ccccc2)nc(N(C)C)n1 (centres undefined),14,2,12,-5,5,12,6,18,11,12,4
CCC(Oc1ccccc1)C(=O)OCC(=O)N(CC)c1c(N)n(Cc2ccccc2)c(=O)[nH]c1=O (centres undefined),-14,-5,-5,13,0,0,21,-4,8,11,-6
COc1ccc(C2/C=C\CN(S(=O)(=O)c3cccs3)CC(=O)N2Cc2ccc(F)cc2)cc1 (centres undefined),-3,2,-10,0,-19,-4,4,13,-3,-11,-2
COc1ccc(C(O)(C2CCCCC2)C(CN2CCOCC2)c2ccccc2)cc1 (centres undefined),13,9,34,-9,29,12,-11,28,11,20,-2
FC(F)(F)c1nc(-c2ccccc2)ncc1-c1nnnn1-c1ccccc1,17,1,28,-4,44,-4,3,27,25,35,8
O=C(NCCc1ccncc1)Nc1ccccc1,0,-2,-1,1,5,-8,-47,-8,-9,3,4
CC1(C(=O)Nc2ccccc2Cc2ccccc2)CCN1CCc1ccccc1 (centres undefined),-11,x,10,-9,-1,x,13,-7,6,6,10
CC(C)C(=O)NC(=S)Nc1ccccn1,-3,-7,8,-4,-4,-7,-9,1,0,8,-11
COc1ccc(CCNC(=O)C(C)n2nc(C)c3c(C)n(-c4ccc(C)cc4)nc3c2=O)c(OC)c1 (centres undefined),37,29,38,-4,20,-5,17,9,35,61*,19
CNS(=O)(=O)c1ccc2c(c1)oc(=O)c1cc(S(=O)(=O)NC)ccc12,5,-7,5,10,-20,11,2,-9,-6,-5,-8
COc1ccc(C(CC(=O)O)c2cc(OC)c(OC)c(OC)c2)cc1OC (centres undefined),-7,1,14,-11,-2,-20,3,2,-5,5,-21
O=c1c2ccccc2cnn1Cc1ccc(Br)cc1F,1,-14,-18,-3,-18,-2,-6,7,-22,-4,-17
Clc1ccccc1C1=CC(c2ccco2)n2nnnc2N1 (centres undefined),0,-1,23,-4,-15,3,-7,-14,2,3,-4
Cc1nc(SCc2ccccc2)c(C(F)(F)F)c(=O)[nH]1,6,2,-1,13,14,-6,6,-8,-7,3,6
CCOCCOc1cccc(C(=O)NC(c2ccccc2)C(C)C)c1 (centres undefined),-2,2,4,-6,6,6,-12,-24,6,-7,11
Cc1ccc(S(=O)(=O)Nc2c(C)n(C)n(-c3ccccc3)c2=O)c(C)c1,4,10,10,-4,0,-4,-7,3,-11,8,-30
COc1cc(/C=C(\NC(=O)c2ccccc2)C(=O)NC(C(=O)O)c2ccccc2)cc(OC)c1OC (centres undefined),-13,1,11,-11,-6,1,-4,0,0,14,-15
COC(CNC(=O)c1ccc2c(c1)ncn2-c1cc(C)cc(C)c1)OC,-6,1,-33,0,-11,-4,-2,-6,0,5,-15
COc1ccc(CNC(=O)C[C@H]2C(=O)N(Cc3ccccc3)C[C@@H]2Cc2ccccc2)cc1,-6,-1,2,2,-1,-5,5,-1,2,2,4
COc1cccc(OC2OC3COC(C)(C)OC3C(O)C2NC(C)=O)c1 (centres undefined),-11,0,-20,-12,-13,-5,-50,18,10,5,-3
CC(C)(CN1CCNCC1)NS(=O)(=O)c1ccc(Cl)cc1,1,14,5,-4,1,-3,-16,14,-26,22,24
CCc1ccc(NC(=O)c2cnccn2)cc1,-163,10,36,0,-8,3,-108,-25,-89,-23,41
CN(c1ccccc1)c1nc(N)c([N+](=O)[O-])c(NCCO)n1,-8,6,9,-2,-6,1,-2,-7,8,-6,8
COc1ccc(S(=O)(=O)N2CCN(C(=O)CSC(=S)N3CCCC3)CC2)cc1,4,5,-16,-5,-7,1,-43,5,22,11,2
# Additional records:
SMILES,LRH-1 inv ag,LMP1 NFkB inh,TWEAK Fn14 block,NOD2-RIPK2 inh,TROY signal inh,TLR9-MyD88 inh,NCOA1 inh,NCOA2 inhibitor,SRC3 inh,NR2F2 inh,C8 TRAIL sens
CN(CC(=O)NCCCN1CCOCC1)S(=O)(=O)c1ccc(Cl)cc1,-22,0,-11,1,-5,-3,3,19,-4,8,-21
Cc1ccc(N/N=C(/Sc2nnnn2-c2ccccc2)C(=O)c2ccccc2)cc1,25,-2,4,-4,14,-3,-5,10,8,-8,9
Nc1nc(N2CCCCC2)c2ncn(C3OC(CO)C(O)C3O)c2n1 (centres undefined),-15,-5,25,-10,-20,5,6,-8,-8,-9,14
CC(NCc1cccnc1)c1ccccc1 (centres undefined),-1,2,3,-1,-17,0,-9,-7,13,-19,-8
CCn1cc(C(=O)NCCc2ccccc2)c(=O)c2cc(F)c(N3CCN(C)CC3)cc21,5,-9,-24,-1,-35,4,-44,-3,5,9,7
CCc1cccc(C)c1N1C(=O)CC(C)(C)CC1=O,1,-2,10,-3,11,-2,7,14,18,-1,0
O=C(N/N=C/c1ccc(Cl)cc1)C(=O)N1CCCCCC1,2,-3,20,-1,-17,8,-12,5,8,-16,0
Cc1ccc(NC2=NCC(=O)N2CCc2ccccc2)cc1C,0,6,-5,-4,-30,2,-8,10,19,-6,5
COc1ccc(C(=O)N/C(=C\c2ccc([N+](=O)[O-])cc2)C(=O)NC(CCSC)C(=O)O)cc1 (centres undefined),1,5,6,3,-1,0,3,7,9,21,1
CCOC(=O)C1C(=O)C=C(c2ccc(C)cc2)CC1c1ccccc1 (centres undefined),-10,-7,-25,-1,-5,8,-11,-10,13,10,-1
O=C(O)C1CCC(Cn2c(SCc3cc(=O)n4cc(Cl)ccc4n3)nc3ccsc3c2=O)CC1 (centres undefined),18,5,-9,-9,21,9,-21,-30,-11,25,3
CCc1ccccc1N(C(=O)c1snc(C(N)=O)c1N)C(C(=O)NCC1CCCO1)c1ccc(C)o1 (centres undefined),-1,-4,17,-6,-13,-27,14,-13,9,18,-4
CC1CC(C)CN(CCCNC(=O)c2ccc3nc(N4CCOCC4)sc3c2)C1 (centres undefined),3,-7,-21,-10,-7,-5,0,-9,-13,10,-3

# These rows are one share of the data; the hit share may differ from the screen's.
